Compound activity: PubChem BioAssay, several laboratories
K1F lysis inhibition: inhibition of K1F phage lysis, E. coli UTI89, bacterial capsule biogenesis inhibitors, alamar blue (AID 488966). E. coli UTI89 K1F phage lysis, alamar blue, 2 h; higher % means a stronger effect. inhibition, % at 100 µM, or IC50 in µM where a hit was titrated. 340,000 compounds, 0.02% hits;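 active = phage lysis inhibition, versus mean bacterial control, above a set limit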;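 note: capsule biogenesis inhibitors block K1F phage lysis so surviving cells raise fluorescence; higher fluorescence means more inhibition of phage lysis; actives were called in the ten point dose series up to 300 µM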
T cell modulator: modulators of CD8 T cell-vesicle binding, primary screen, mouse 2C CD8+ T cells, flow cytometry; 2C CD8+ T cell-vesicle binding; stronger effect = lower value; calls only at 7 µM; 330,000 compounds, 0.068% hits;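 active = response, share of CD8 T cells binding vesicles, and their 90th percentile fluorescence all below set limits, cut at about 80% in these data, passing the limit was not always enough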
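Read-out – percent CD8+ FL2 mean versus row control · System – murine 2C transgenic CD8+ T lymphocytes · Times – 1.5 h cell–vesicle binding at 37 °C, then 20 min icy labelling · Control set – naked vesicles low, QL9 vesicles with vehicle high · Detection – cytometric PE anti-B7-1 and Alexa647 anti-CD8 signals after 1% paraformaldehyde fixation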
RSV CPE inhibition: RSV antiviral activity via CPE protection, HEp-2 cells, primary 10 µM value included (AID 2391). 310,000 compounds, 0.13% hits. CPE inhibition, % at 10 µM, or IC50 in µM where a hit was titrated. HEp-2 cells, RSV-induced CPE inhibition; higher % means a stronger effect; in the data active = a potency from the dose series; note: strong numbers were not always called active
T cell modulator vesicle-bound %: second read-out of T cell modulator, no call of its own (marks repeat the call); double positive events, %; measured here: CD8+ vesicle-bound cell fraction;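 binding gate set so that unloaded-vesicle control wells show 10% double positive cells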
Active calls of the source: *; i = inactive; [ ] = another dose, or the depositor's remark. A portion of the library; the hit share may differ from the screen's.

structure,T cell modulator vesicle-bound %,T cell modulator,RSV CPE inhibition,K1F lysis inhibition
CCN1CCN(C(=O)N[C@@H](C(=O)N[C@@H]2C(=O)N3C(C(=O)O)=C(CSc4nnnn4C)CS[C@H]23)c2ccc(O)cc2)C(=O)C1=O,52,i,-0.9%,7.0%
CS(=O)(=O)c1cccc(C(=O)OCC(=O)NCc2cccs2)c1,40,i,1.0%,0.3%[50 µM]
CCOc1ccc(S(=O)(=O)NCCC(=O)NCCCSc2ccccc2)cc1,25,i,-0.2%,0.5%[50 µM]
CN(CC(=O)Nc1ccc(Cl)cc1)C(=O)Cn1[nH]c(=O)c2ccccc2c1=O,40,i,-0.8%,0.8%[50 µM]
COc1cc(C(=O)NCC(c2ccco2)N2CCc3ccccc3C2)cc(OC)c1OC (stereo not given),65,i,-2.1%,0.0%[50 µM]
COc1cccc(CNC(=O)COC(=O)CCc2cc(OC)c(OC)c(OC)c2)c1,24,i,1.8%,0.7%[50 µM]
CSc1ccc(/C=C/C(=O)OCC(=O)NC2CC2)cc1,47,i,0.6%,0.8%[50 µM]
FC(F)(F)c1ccccc1-n1ccnc1,23,i,0.6%,-2.7%

(cont.)
structure,T cell modulator vesicle-bound %,T cell modulator,RSV CPE inhibition,K1F lysis inhibition
O=C(NCC(c1cccs1)N1CCc2ccccc21)c1ccccc1 (stereo not given),40,i,0.8%,0.8%[50 µM]
CCN(C(=O)CN1C(=O)c2ccc([N+](=O)[O-])cc2C1=O)C1CCS(=O)(=O)C1 (stereo not given),13,i,-0.5%,1.2%[50 µM]
COc1cc(OC)cc(-c2c(C#Cc3ccsc3)c3cc(-c4cnc(OC)nc4)ccc3n2C)c1,37,i,-0.6%,0.9%
CC(C)Nc1nnc(SC(C)C(=O)N(C)C2CCCCC2)s1 (stereo not given),30,i,-0.9%,1.1%[50 µM]
O=C(Oc1ccccc1Cl)C1CCN(C(=O)c2ccc(F)cc2)CC1,56,i,-1.5%,0.6%[50 µM]
O=C(CN1C(=O)NC2(CCCC2)C1=O)N1CCN(c2cccc(C(F)(F)F)c2)CC1,32,i,4.1%,1.3%[50 µM]
Cc1ccc(C(=O)N2CCCC(C(F)(F)F)C2)cc1S(=O)(=O)N1CCCCC1 (stereo not given),12,i,-0.3%,1.1%[50 µM]
O=C(CC1CC2CCC1C2)N1CCN(S(=O)(=O)c2ccccc2C(F)(F)F)CC1 (stereo not given),27,i,9.3%,0.0%[50 µM]

Next section.
structure,T cell modulator vesicle-bound %,T cell modulator,RSV CPE inhibition,K1F lysis inhibition
Cc1ccc(CNC(=O)c2cc(S(=O)(=O)N3CCCCC3)ccc2N2CCOCC2)cc1,11,i,0.8%,0.1%[50 µM]
Cc1cccc(C(=O)NCC(=O)OCC(=O)N(C)CC(=O)Nc2ccccc2Cl)c1,45,i,2.1%,0.5%[50 µM]
COc1ccccc1CNC(=O)COC(=O)c1ccc([N+](=O)[O-])o1,52,i,1.2%,-0.7%[50 µM]
CN(c1ccccc1)S(=O)(=O)c1cccc(NC(=O)Cc2n[nH]c(=O)c3ccccc23)c1,39,i,0.1%,1.0%[50 µM]
O=S(=O)(NCC(c1ccc2c(c1)OCO2)N1CCN(c2ccccc2)CC1)c1ccccc1 (stereo not given),30,i,4.1%,-0.6%[50 µM]
CC(C)CN(C(=O)COC(=O)c1ccccc1NCc1ccco1)c1c(N)n(Cc2ccccc2)c(=O)[nH]c1=O,30,i,3.9%,0.8%[50 µM]
O=C(NCc1cccc(Cl)c1)c1cccc(S(=O)(=O)N2CCCCC2)c1,38,i,-0.4%,0.6%[50 µM]
COc1ccc([C@H]2CC(=O)C=C(c3ccc4c(c3)OCO4)C2)cc1OC,18,i,0.7%,1.4%

(listing goes on)
structure,T cell modulator vesicle-bound %,T cell modulator,RSV CPE inhibition,K1F lysis inhibition
COc1ccc(N(CCOc2ccccc2)S(=O)(=O)c2ccccc2)cc1,41,i,5.6%,-0.1%[50 µM]
O=C(Nc1ccccc1)OCC(CN1CCCCC1)OC(=O)Nc1ccccc1 (stereo not given),26,i,-1.7%,1.1%
COc1ccc(C2c3c(oc4ccccc4c3=O)C(=O)N2CCN2CCOCC2)cc1OC (stereo not given),32,i,-0.3%,1.8%
CCn1cc(-c2ccccc2)c(C(=O)O)c1-c1ccc(OC)cc1,14,i,1.8%,1.9%
CC(OC(=O)Cc1c(F)cccc1Cl)C(=O)NC1CCCCC1C (stereo not given),57,i,0.5%,0.5%[50 µM]
COC(=O)[C@H](CC(C)C)NS(=O)(=O)N[C@@H](CC(C)C)C(=O)OC,23,i,-0.2%,-0.8%
O=C(CNC(=O)c1cccc(-n2cnnn2)c1)Nc1ccc(F)c(F)c1,36,i,-0.8%,0.6%[50 µM]
CC1CCN(S(=O)(=O)c2cc(C(=O)NC3(C)CCS(=O)(=O)C3)ccc2Br)CC1 (stereo not given),44,i,1.2%,0.5%[50 µM]

Shown with each value named: part of the list above
SMILES: COc1ccc(C2c3c(oc4ccccc4c3=O)C(=O)N2CCN2CCOCC2)cc1OC (stereo not given)
  T cell modulator vesicle-bound % = 32; T cell modulator = i; RSV CPE inhibition = -0.3%; K1F lysis inhibition = 1.8%
SMILES: CCn1cc(-c2ccccc2)c(C(=O)O)c1-c1ccc(OC)cc1
  T cell modulator vesicle-bound % = 14; T cell modulator = i; RSV CPE inhibition = 1.8%; K1F lysis inhibition = 1.9%
SMILES: CC(OC(=O)Cc1c(F)cccc1Cl)C(=O)NC1CCCCC1C (stereo not given)
  T cell modulator vesicle-bound % = 57; T cell modulator = i; RSV CPE inhibition = 0.5%; K1F lysis inhibition = 0.5%[50 µM]

The listing continues.
structure,T cell modulator vesicle-bound %,T cell modulator,RSV CPE inhibition,K1F lysis inhibition
COC(=O)CCC(=O)N(CCN(Cc1ccccc1)C(=O)CCC(=O)OC)Cc1ccccc1,55,i,2.1%,-1.9%
Cc1cc(C(=O)COC(=O)c2ccccc2O)c(C)n1CC1CCCO1 (stereo not given),41,i,7.4%,1.2%[50 µM]
O=C(NCc1ccccn1)c1cccc(S(=O)(=O)NCc2ccccc2)c1,30,i,-0.9%,0.8%[50 µM]
Cc1[nH]c2ccccc2c1C(=O)CSc1nnc(C2CC2)o1,26,i,0.6%,-0.8%
O=C(OCC(=O)N1CCCC1=O)c1nc(Cl)ccc1Cl,54,i,-1.6%,1.1%[50 µM]
O=S(=O)(c1ccc(OCc2ccc(Br)cc2)cc1)N1CCOCC1,30,i,0.0%,0.4%[50 µM]
O=C(COC(=O)C1CCN(c2ccc(C(F)(F)F)cn2)CC1)NCc1ccccc1,34,i,0.0%,-0.3%[50 µM]
Cc1ccc(C)c(OCCC(=O)Nc2ccc(S(=O)(=O)N3CCCC3)cc2)c1,18,i,0.1%,0.0%[50 µM]

Continued.
structure,T cell modulator vesicle-bound %,T cell modulator,RSV CPE inhibition,K1F lysis inhibition
COCCOc1ccc(C(F)(F)F)cc1NC(=O)CN1C(=O)NC2(CCc3ccccc32)C1=O (stereo not given),43,i,0.6%,-0.4%[50 µM]
CCCCn1c(N)c(N(CCOC)C(=O)CSCc2ccc(Cl)c(Cl)c2)c(=O)[nH]c1=O,33,i,0.0%,1.5%[50 µM]
COc1ccc(Br)cc1CN(C)C(=O)c1ccccc1OCc1c(C)noc1C,11,i,4.2%,0.3%[50 µM]
CCOc1cc2c(cc1OCC)CN(C(=O)c1cccc(S(=O)(=O)N3CCCC3)c1)CC2,30,i,2.5%,-0.1%[50 µM]
Cc1ccc(OCCC(=O)OCC(=O)NNC(=O)c2ccccc2)cc1,38,i,-0.9%,1.2%[50 µM]
CCCCCCCCCCCCCC(=O)O,50,i,0.7%,0.5%
O=C(NCC(=O)N1CCN(S(=O)(=O)c2ccccc2F)CC1)c1ccc2ccccc2c1,23,i,-2.4%,-0.4%[50 µM]
CCCCN(C(=O)C(C)(C)Oc1ccc(Cl)cc1)c1c(N)n(CCC)c(=O)[nH]c1=O,39,i,-0.5%,1.3%[50 µM]

(continued)
structure,T cell modulator vesicle-bound %,T cell modulator,RSV CPE inhibition,K1F lysis inhibition
Cc1cc(=O)oc2cc(OCC(=O)N3CCN(c4ccccc4)CC3)ccc12,23,i,0.7%,1.6%[50 µM]
COc1cccc(N2CCN(CC(=O)Nc3ccc(S(=O)(=O)N4CCCCCC4)cc3)CC2)c1,39,i,11%,-0.1%[50 µM]
COc1ccc(N2CCN(S(=O)(=O)CCNC(=O)c3ccco3)CC2)cc1,23,i,-1.2%,2.0%[50 µM]
COc1ccc(C(=O)Nc2cc3c4c(c2)CC(=O)N4CCC3)cc1,43,i,0.0%,0.2%[50 µM]
COC(=O)c1cc(C(=O)OCC(=O)NCc2cccs2)cc([N+](=O)[O-])c1,36,i,0.8%,0.6%[50 µM]
Cc1cccc(C(=O)OCC(=O)N(CC(C)C)c2c(N)n(Cc3ccccc3)c(=O)[nH]c2=O)c1O,43,i,-2.0%,0.9%[50 µM]
CN(CC(=O)Nc1ccc(F)c(F)c1F)C(=O)CC1OC(=O)c2ccccc21 (stereo not given),44,i,0.4%,1.0%[50 µM]
CC1(C)Cc2cccc(OCC(=O)OCC(=O)Nc3ccc(C(N)=O)cc3)c2O1,37,i,-0.2%,1.4%[50 µM]

The list goes on.
structure,T cell modulator vesicle-bound %,T cell modulator,RSV CPE inhibition,K1F lysis inhibition
Cc1nn(-c2ccc(C(=O)N3CCN(S(=O)(=O)c4ccccc4C(F)(F)F)CC3)cc2)c(C)c1Cl,36,i,1.4%,1.6%[50 µM]
O=C(COC(=O)Cc1ccc(F)cc1)NC1CCCCC1,54,i,4.5%,0.9%[50 µM]
COc1ccc(N2CCN(C(=O)COC(=O)c3oc4ccc(OC)cc4c3C)CC2)cc1,47,i,-0.8%,1.0%[50 µM]
Cc1cccc(C)c1OCCOC(=O)c1cccc(S(=O)(=O)N2CCOCC2)c1,50,i,3.0%,0.1%[50 µM]
O=C(NCc1ccccc1CN1CCCC1)C1CCN(S(=O)(=O)c2ccc(Cl)cc2)CC1,34,i,-0.7%,0.8%[50 µM]
CSCCC(NC(=O)c1ccc(Cl)cc1)C(=O)OCC(=O)NCc1ccco1 (stereo not given),30,i,-1.1%,0.1%[50 µM]
CN(C)CCn1c2c(c(SCC(=O)Nc3cccc4ccccc34)nc1=O)CCC2,36,i,-1.6%,1.5%[50 µM]
O=[N+]([O-])c1ccccc1S(=O)(=O)Nc1ccc(-c2ccc(N3CCCC3)nn2)cc1,47,i,-1.4%,0.9%[50 µM]

Next section:
structure,T cell modulator vesicle-bound %,T cell modulator,RSV CPE inhibition,K1F lysis inhibition
CN(c1ccccc1)S(=O)(=O)c1cccc(C(=O)NC2CC(C)(C)NC(C)(C)C2)c1,16,i,0.1%,0.2%[50 µM]
COc1ccccc1C(CNC(=O)c1cccc(NS(=O)(=O)c2ccc(C)c(F)c2)c1)N(C)C (stereo not given),14,i,-1.9%,1.1%[50 µM]
COc1ccc(S(=O)(=O)N(C)c2ccc(OC(=O)C(C)Oc3ccc(F)cc3)cc2)cc1 (stereo not given),44,i,1.3%,0.1%[50 µM]
O=C(CN1CCN(c2ccccc2)CC1)NC(=O)NCc1ccccc1,46,i,1.7%,0.2%[50 µM]
CCOc1ccc(NC(=O)c2ccco2)cc1S(=O)(=O)N1CCCC1,34,i,0.8%,0.2%[50 µM]
COc1cc2cc(C(C)(C)O)oc(=O)c2cc1OC,31,i,1.4%,0.0%
COc1cc(C(=O)OCC(=O)c2cc(C)n(CC3CCCO3)c2C)ccc1OCC(=O)N1CCOCC1 (stereo not given),46,i,1.7%,2.3%[50 µM]
Cc1cc(Br)ccc1NC(=O)CN(C)C(=O)CN1C(=O)NC2(CCCC2)C1=O,8,i,-1.8%,0.0%[50 µM]

Further compounds:
structure,T cell modulator vesicle-bound %,T cell modulator,RSV CPE inhibition,K1F lysis inhibition
CC(C)(C)c1ccc(OCCC(=O)OCC(=O)NCc2ccccc2)cc1,27,i,-1.1%,-0.3%[50 µM]
COc1ccc(-c2csc(NC(=O)CN3C(=O)NC4(CCCC4)C3=O)n2)cc1OC,38,i,-0.8%,1.4%[50 µM]
CC(OC(=O)CNC(=O)c1cccc(F)c1)C(=O)NC1CCCCC1C (stereo not given),58,i,-0.3%,0.9%[50 µM]
Cc1ccc(NC(=O)CN2C(=O)NC(Cc3ccccc3)C2=O)cc1Cl (stereo not given),47,i,1.9%,-0.1%[50 µM]
Cc1ccnc(NC(=O)CNC(=O)c2ccc(Br)o2)c1,34,i,-2.0%,0.9%[50 µM]
O=C(COc1ccc(Br)cc1)NCC1COc2ccccc2O1 (stereo not given),35,i,0.6%,0.2%[50 µM]
CC(OC(=O)CCC1CCCCC1)C(=O)Nc1ccc(S(N)(=O)=O)cc1 (stereo not given),26,i,0.3%,0.1%[50 µM]
COc1ccc(S(=O)(=O)N2CCOC23CCN(S(=O)(=O)c2c(C)cc(C)cc2C)CC3)cc1,33,i,7.3%,0.1%[50 µM]
CN(Cc1ccccc1)C(=O)COC(=O)C1CCN(S(=O)(=O)c2ccc(Cl)c(C(F)(F)F)c2)CC1,57,i,1.0%,0.5%[50 µM]
O=C1CC(c2ccccc2)CC(=O)N1c1ccc(C(F)(F)F)cc1,41,i,2.0%,0.8%
